Bioassay records from PubChem.
NPYLR7 ag: activates Aedes aegypti NPYLR7 receptor. HEK293T NPYLR7/Galpha15, GCaMP6s calcium fluorescence. hit rate 0.15% among 270,000. activation, % at 10 µM; in the data active = activation above about 40%;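 note: 0% = vehicle and 100% = reference agonist at the receptor; some compounds past the cut are filed as inactive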
hcGAS inh: inhibitors of human cGAS; Q8N884; recombinant h-cGAS, ATP depletion, Kinase-Glo luminescence; inhibition, % at 12.5 µM; hit rate 0.081% among 290,000; AID 1259398;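 note: 0% = vehicle reaction and 100% = reaction without DNA for no activity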
Target sequence (Q8N884 whole entry, looked up): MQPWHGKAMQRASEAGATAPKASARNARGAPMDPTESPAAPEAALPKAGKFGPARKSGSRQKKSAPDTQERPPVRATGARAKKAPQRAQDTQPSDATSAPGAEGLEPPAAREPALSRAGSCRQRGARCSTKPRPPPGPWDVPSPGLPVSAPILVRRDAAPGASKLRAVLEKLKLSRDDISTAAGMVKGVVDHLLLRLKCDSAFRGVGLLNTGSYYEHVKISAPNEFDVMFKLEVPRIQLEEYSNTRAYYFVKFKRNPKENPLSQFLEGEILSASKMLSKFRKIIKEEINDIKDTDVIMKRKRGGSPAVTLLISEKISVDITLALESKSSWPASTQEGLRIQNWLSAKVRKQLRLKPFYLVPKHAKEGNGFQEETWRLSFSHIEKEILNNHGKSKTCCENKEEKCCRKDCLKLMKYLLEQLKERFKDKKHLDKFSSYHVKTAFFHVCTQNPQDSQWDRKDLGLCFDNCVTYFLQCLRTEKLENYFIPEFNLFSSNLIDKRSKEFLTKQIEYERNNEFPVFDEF
mcGAS inh: inhibitors of mouse cGAS | Q8C6L5 | recombinant cGAS, Kinase-Glo ATP depletion luminescence | hit rate 0.15% among 160,000 | AID 1259399 | inhibition, % at 12.5 µM;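 note: 0% = negative control wells and 100% = reference inhibitor with no enzyme activity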
* marks the source's active call; other numbers are inactive results; nt = not tested or not shown; & = joins results of further samples. Cut-off read from the data, not from the text of the source, unless noted: active = inhibition above about 40%; inactive = the rest. Random draw from the library; about 0.27% have a hit in one of these screens.

Fields – NPYLR7 ag | hcGAS inh | mcGAS inh
- COc1cc(NC(=O)c2cnn3c(-c4ccccc4)cc(-c4ccccc4)nc23)c(OC)cc1Cl
 : 9 | -7 | -7
- Cc1ccc(S(=O)(=O)N2CCC(C(=O)NC(C)c3ccc4ccccc4c3)CC2)c(C)c1 (stereo not drawn)
 : 2 | -7 | nt
- O=C(CCN1C(=O)C2CCCCC2C1=O)Nc1ccc(F)c(-c2nnc3n2CCCCC3)c1 (stereo not drawn)
 : -2 | -8 | nt
- CCCN(C)c1nc(SCc2cccc(C(=O)Nc3ccc(F)cc3)c2)nc(C)c1C
 : 0 | -6 | -4
- Cc1ccc2nc(C)c(C(=O)NCCCOc3cccnc3)cc2c1
 : 1 | -4 | -11
- O=C(c1cc(-c2ccc(O)cc2)n[nH]1)N1CCC2(CCCO2)CC1
 : 7 | -3 | nt
- Cc1cc(C)n(-c2ccc(C(C)NC(=O)C3(C#N)CCCC3)cc2)n1 (stereo not drawn)
 : -22 | -2 | nt
- CCc1cn[nH]c1C1CCN(Cc2cc(Cn3cncn3)c(C)cc2C)CC1
 : 21 | -7 | nt
- Cc1nc(CN(C)Cc2cc(-c3ccccc3)no2)co1
 : 3 | -10 | nt
- C=CCn1cnc2c1c(=O)[nH]c(=O)n2C
 : 0 | -2 | nt
- CCOc1ccccc1CN1CCNC(=O)C1CC(=O)NCc1ccc(C)s1 (stereo not drawn)
 : 18 | -6 | -7
- CN1CCN(C(c2ccco2)C2Sc3nc(-c4ccco4)nn3C2=O)CC1 (stereo not drawn)
 : 2 | -6 | -8
- COc1ccc2c(c1)OCC(c1nc(CN3CCOC(C)(C)C3)no1)C2 (stereo not drawn)
 : -4 | -1 | nt
- COCCNC(=O)CNS(=O)(=O)c1cc(Br)ccc1Br
 : 2 | -6 | -5
- CC(=O)NCCc1ccc(O)c(O)c1
 : 88* | -6 | -1
- COCCNC(=O)N1CCc2nn(CC3CC3)c(=O)n2CC1
 : nt | -12 | -6
- CCn1c(=O)c(C(=O)NCCCOC)nn(-c2ccccc2F)c1=O
 : 1 | -6 | -8
- Cc1c(C(=O)N2CCC(n3c(=O)oc4ccc(F)cc43)CC2)oc2ccccc12
 : 24 | -4 | -5
- COc1ccc(S(=O)(=O)Oc2ccc(CN(CCN(C)C)C(=O)CC(C)C)cc2)cc1
 : 4 | 0 | -3
- CCCc1cc(NC(C)C)n2c(nc3ccccc32)c1C#N
 : 2 | -5 | nt
- c1ccc(COC2CCCN(c3nc4nonc4nc3N3CCCC3)C2)nc1 (stereo not drawn)
 : 5 | -5 | nt
- CCCOc1cc(Nc2ccc(NC(=O)Nc3cccc(OC)c3)cc2)nc(C)n1
 : 13 | -8 | -7
- Cc1c(N(C)S(=O)(=O)c2ccc(Cl)c(C(=O)O)c2)c(=O)n(-c2ccccc2)n1C
 : 0 | -7 | nt
- C=CCNC(=O)NC(=O)COC(=O)C=Cc1ccco1
 : 8 | 4 | nt
- CC12CC3CC(C)(C1)CC(C(=O)NCCCc1ccncc1)(C3)C2
 : 0 | -4 | nt
- O=C1c2nc(-c3cccc(F)c3)ccc2CN1C1(C(=O)NCc2ccccc2)CC1
 : -3 | -10 | -7
- Cc1cc(-c2cccc(S(N)(=O)=O)c2)nc2cc3c(cc12)OCO3
 : 1 | -6 | -16
- Cn1c(NCC2CC2)nc2cnc(Nc3ccc(C(F)(F)F)cc3)cc21
 : 11 | -5 | -7
- Cc1cccc(N2CCN(c3ccc4nnc(C5CC5)n4n3)CC2)c1C
 : 0 | 3 | nt
- COC(=O)CC1C(=O)NCCN1CCOc1ccccc1Cl (stereo not drawn)
 : 2 | -7 | nt

Given field by field: part of the list above.
Cc1c(N(C)S(=O)(=O)c2ccc(Cl)c(C(=O)O)c2)c(=O)n(-c2ccccc2)n1C
  NPYLR7 ag: 0 | hcGAS inh: -7 | mcGAS inh: nt
COc1cc(NC(=O)c2cnn3c(-c4ccccc4)cc(-c4ccccc4)nc23)c(OC)cc1Cl
  NPYLR7 ag: 9 | hcGAS inh: -7 | mcGAS inh: -7
C=CCNC(=O)NC(=O)COC(=O)C=Cc1ccco1
  NPYLR7 ag: 8 | hcGAS inh: 4 | mcGAS inh: nt
Cn1c(NCC2CC2)nc2cnc(Nc3ccc(C(F)(F)F)cc3)cc21
  NPYLR7 ag: 11 | hcGAS inh: -5 | mcGAS inh: -7

(listing goes on)
Fields – NPYLR7 ag | hcGAS inh | mcGAS inh
- CC(C)(C)OC(=O)N1CCCC(C(=O)Nc2cccc3cccnc23)C1 (stereo not drawn)
 : 5 | -4 | nt
- Cc1ccc(Cc2nsc(N(CC(=O)N3CC4(C)CC3CC(C)(C)C4)Cc3ccccc3)n2)cc1 (stereo not drawn)
 : -1 | 3 | 0
- CCOc1ccc(C(=O)Nc2ccc(-c3nc4ccc(C)cc4s3)cc2)cc1[N+](=O)[O-]
 : 10 | -3 | -7
- CCC(=O)c1ccc(OCC(=O)Nc2ccc(N3CCCC3)nc2)cc1
 : 15 | -6 | nt
- O=C(NC1C[C@H]1c1ccccc1)N1CCN(C(c2ccccc2)c2ccc(Cl)cc2)CC1 (stereo partly drawn)
 : 0 | 0 | -4
- CCNC(=O)c1cc(N2CCC(c3ccc(OC)cc3)C2)ccn1 (stereo not drawn)
 : 4 | -15 | nt
- Oc1ccc(C2=NNC(c3ccc(O)cc3)=NN2)cc1
 : 2 | -1 | nt
- O=C(NCCCN1CCOCC1)C(=O)NC1CC1
 : 10 | -7 | -5
- Cc1cc(CC(C)NC(=O)c2ccccc2-n2cccn2)n[nH]1 (stereo not drawn)
 : 1 | -3 | -15
- CCn1c(-c2ccncc2)nn(CN(C)Cc2ccc(C(F)(F)F)cc2)c1=S
 : 6 | -2 | nt
- COCCCNC(=O)c1cc(-c2cccc(OC)c2)n2nc(-c3ccccc3)cc2n1
 : nt | -3 | -8
- Cc1nc(-c2ccccc2NC(=O)c2ccc(Br)cc2C)n[nH]1
 : 4 | -3 | nt
- Cc1cc(C(=O)NCc2ccc3[nH]c(-c4ccc(F)cc4)c(C)c3c2)on1
 : 10 | -7 | nt
- COC(=O)c1ccc2c(c1)CC(CNC(=O)Cc1ccc(OC)cc1)O2 (stereo not drawn)
 : 21 | -3 | nt
- Cc1ccc(S(=O)(=O)Nc2ccc(-c3cn4ccc(C)nc4n3)cc2)c(C)c1
 : 0 | -9 | nt
- Cn1c(=O)c2c(nc(CN3CCN(c4ccc(F)cc4)CC3)n2CCCO)n(C)c1=O
 : 7 | -5 | nt
- O=C1CC(C(=O)N2CCCC(c3cc(=O)[nH]cn3)C2)C2(CCCC2)O1 (stereo not drawn)
 : -2 | -14 | nt
- CC(c1cc2ccccc2o1)n1c(=S)[nH]c2ccccc2c1=O (stereo not drawn)
 : 2 | -3 | -13
- COc1ccc(CNC(=O)c2sc(=O)n(Cc3cccc(F)c3)c2C)cc1OC
 : 5 | -10 | nt
- COCc1ccccc1NS(=O)(=O)c1cc(Cl)ccc1C
 : 3&5 | -4&-8 | -15
- Cc1[nH]n(-c2nc(-c3ccc(Br)cc3)cs2)c(=O)c1N=Nc1cccc(O)c1
 : 3 | -3 | -7
- CCOC(=O)N1CCN(C(=O)CC(c2cccc(F)c2)c2cn(CC)c3ccccc23)CC1 (stereo not drawn)
 : 22 | -1 | -4
- CCCCCN(Cc1nc(C(=O)OC)cs1)C(=O)Nc1ccccc1OCC
 : -2 | -9 | -5
- COc1ccc(C(=O)NCc2nnc(SCc3ccncc3)n2CC(C)C)cc1OC
 : 20 | -7 | -9
- Cc1ccc(C(C)(C)NC2CCCNC2)cc1 (stereo not drawn)
 : 22 | -8 | nt
- COc1cccc(CNC2CC2)c1OCc1nc(CO)cs1
 : 46* | -2 | nt
- COC(=O)C1CCN(C(=O)CCC2(Cc3ccc(SC)cc3)CCC(=O)N2)CC1 (stereo not drawn)
 : 17 | -1 | nt
- CCOc1ccc(CNC(=O)C(=O)Nc2ccnn2C2CCCC2)cc1F
 : -2 | -8 | -14
- O=C(C1CCN(S(=O)(=O)c2ccc(Cl)c(C(F)(F)F)c2)CC1)N1CCCCC1
 : 1 | -5 | nt
- CCOc1ccc(CN2CCOC(c3ccc(F)cc3)C2)cc1CO (stereo not drawn)
 : -2 | 2 | -4

Grouped by structure, the compounds so far with a CF3 group.
Fields – NPYLR7 ag | hcGAS inh | mcGAS inh
- Cn1c(NCC2CC2)nc2cnc(Nc3ccc(C(F)(F)F)cc3)cc21
 : 11 | -5 | -7
- CCn1c(-c2ccncc2)nn(CN(C)Cc2ccc(C(F)(F)F)cc2)c1=S
 : 6 | -2 | nt
- O=C(C1CCN(S(=O)(=O)c2ccc(Cl)c(C(F)(F)F)c2)CC1)N1CCCCC1
 : 1 | -5 | nt

(further entries)
Fields – NPYLR7 ag | hcGAS inh | mcGAS inh
- COc1ccc(OC)c(CN2CCN(c3cc(OC)ncn3)CC2)c1
 : 11 | -6 | -16
- CCOc1ccc2c(=O)c(Oc3ccccc3Br)c(C(F)(F)F)oc2c1
 : -1 | -2 | -5
- O=C(CCn1c(=O)[nH]c(=O)c2ccccc21)N1CCCC2CCCCC21 (stereo not drawn)
 : 7 | -15 | nt
- Cc1cc(C)nc(NS(=O)(=O)c2ccc(NC(=S)NC(=O)COc3ccc(Br)cc3Cl)cc2)n1
 : -9 | 5 | 5
- Cc1cccc(C(=O)N(CCN2CCOCC2)Cc2c(-c3ccccc3)noc2N2CCCC2)c1
 : 11 | -6 | -5
- O=C(Nc1cccc(N2CCC(NCCc3ccccc3C(F)(F)F)CC2)c1)c1ccncc1
 : 6 | -4 | -24
- CCc1c(C)nn(-c2ccc(C(=O)NCC(c3ccccc3)c3ccccc3)cc2)c1C
 : -9 | -7 | -3
- Cc1ncoc1C(=O)N1CCc2onc(-c3ccc(-c4ccccc4)cc3)c2C1
 : 5 | -7 | nt
- Cc1ccc(C(=O)N2CCCC(N3CCN(c4ccccc4C)CC3)C2)c(C)c1 (stereo not drawn)
 : 1 | -3 | nt
- COc1cccc([C@@H](C)NC(=O)c2cn(CC(C)C)cc(C(=O)N3CCCCCC3)c2=O)c1
 : 20 | -6 | -9
- CSc1nc(N)c(NC(=O)c2ccccc2)c(=O)[nH]1
 : 1 | -8 | -10
- Cc1ccc(S(=O)(=O)N(Cc2ccc(Cl)cc2)c2ccccc2C(=O)N2CCOCC2)cc1
 : 5 | -3 | nt
- CC(=O)N1CCCc2cc(S(=O)(=O)Nc3cc(F)cc(F)c3)ccc21
 : 0 | -2 | nt
- COc1ccc(C2CCCCN2C(=O)C2=CC(=O)CC(C)(C)O2)cc1 (stereo not drawn)
 : 4 | -6 | nt
- COc1ccc(-n2ncc(Oc3cccc(C)c3)c(Nc3cccc(C(=O)NCc4ccc5c(c4)OCO5)c3)c2=O)cc1
 : nt | -8 | -5
- COc1cc(CN2CCSCC2)ccc1OCC(O)CN1CCCCCC1 (stereo not drawn)
 : 2 | -12 | nt
- Cc1cccc(C(C2Sc3nc(-c4ccco4)nn3C2=O)N2CCCCC2)c1 (stereo not drawn)
 : 1 | -7 | -6
- CN(C)CCNC(=O)c1ccc(CSc2nc(N(C)C)cc(C(C)(C)C)n2)o1
 : -8 | -2 | 0
- Cc1noc(C)c1CSCC(=O)n1ccccc1=NC(C)C
 : 7 | -16 | nt
- C=CCN1C(=O)NC(c2ccccc2F)C2=C1CN(Cc1ccco1)C2=O (stereo not drawn)
 : -3 | 0 | -5
- CN(Cc1nc2ccc(F)cc2[nH]1)C1CCN(C(=O)c2ccccc2)CC1
 : 8 | -2 | -9
- O=C(c1ccccc1F)N1CCN(c2nc(Cc3ccccc3)nc3c2cnn3-c2ccccc2)CC1
 : nt | -14 | -11
- O=C(NC1CCN(S(=O)(=O)c2ccccc2F)CC1)C1CCC1
 : 3 | -14 | nt
- CN1C(=C2C=NN(C)P2(=O)N2CCOCC2)C(C)(C)c2ccccc21 (stereo not drawn)
 : -2 | -16 | nt
- CC1C(=O)N(c2cccc(Br)c2)CCN1S(=O)(=O)c1ccccc1 (stereo not drawn)
 : 2 | -4 | nt
- CCc1cccc(NC(=O)N(Cc2ccc(OC)c(OS(=O)(=O)CC)c2)CC(C)C)c1
 : -7 | 4 | 2
- O=C(CCN1CCN(Cc2ccc(Br)s2)CC1)Nc1ccc(F)c(F)c1
 : 3 | 3 | -5
- CC(C)Cc1n[nH]c(Cn2nc(Cc3ccccc3)c3ccccc3c2=O)n1
 : 1 | -6 | nt
- N#Cc1ncn(CC(=O)Cc2c(F)cccc2Cl)n1
 : 2 | 0 | nt
- CCn1cc(NC(=O)N2CCOCC2)c2ccccc21
 : -2 | 1 | -1

Reprinted from the listing, 4 compounds:
Fields – NPYLR7 ag | hcGAS inh | mcGAS inh
- COc1ccc(OC)c(CN2CCN(c3cc(OC)ncn3)CC2)c1
 : 11 | -6 | -16
- CCOc1ccc2c(=O)c(Oc3ccccc3Br)c(C(F)(F)F)oc2c1
 : -1 | -2 | -5
- O=C(CCn1c(=O)[nH]c(=O)c2ccccc21)N1CCCC2CCCCC21 (stereo not drawn)
 : 7 | -15 | nt
- Cc1cc(C)nc(NS(=O)(=O)c2ccc(NC(=S)NC(=O)COc3ccc(Br)cc3Cl)cc2)n1
 : -9 | 5 | 5

The list continues.
mol | NPYLR7 ag | hcGAS inh | mcGAS inh
O=C(O)CNc1cccc(C(=O)N(CCO)Cc2ccccc2)c1 | 0 | -11 | nt
CCCCCOc1ccc(C(=O)NCc2ccco2)cc1OCCCCC | -8 | -4 | -6
COc1cc(OC)cc(-c2onc(C)c2C(=O)NCc2cccc(Cl)c2)c1 | 4 | -1 | 1
C=CCOCC(O)CN1CCCN(c2ccc(NC(=O)/C=C/c3ccccc3)cn2)CC1 (stereo not drawn) | nt | -4 | -3
CCN(CC(=O)Nc1cc(-c2ccccc2)nn1-c1ccc(F)cc1)C(=O)Nc1cccc(C(F)(F)F)c1 | 22 | -2 | -5
COc1ccc(C(=O)N2CCCC3(CCc4ccccc43)C2)c(OC)n1 (stereo not drawn) | -2 | 1 | nt
